LRH-1 inv ag = suppresses constitutive activity of human LRH-1; O00482; HEK293T StAR-luciferase reporter, LRH-1 transfected, 24 h; inhibition, % at 3.6 µM; hit rate 0.13% among 360,000; AID 602396;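 active = inhibition above the mean inhibition of all tested compounds plus 3 SD, cut at about 73% in these data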;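 note: 0% = DMSO wells and 100% = reporter-only cells lacking LRH-1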
Target sequence (O00482 whole entry, looked up): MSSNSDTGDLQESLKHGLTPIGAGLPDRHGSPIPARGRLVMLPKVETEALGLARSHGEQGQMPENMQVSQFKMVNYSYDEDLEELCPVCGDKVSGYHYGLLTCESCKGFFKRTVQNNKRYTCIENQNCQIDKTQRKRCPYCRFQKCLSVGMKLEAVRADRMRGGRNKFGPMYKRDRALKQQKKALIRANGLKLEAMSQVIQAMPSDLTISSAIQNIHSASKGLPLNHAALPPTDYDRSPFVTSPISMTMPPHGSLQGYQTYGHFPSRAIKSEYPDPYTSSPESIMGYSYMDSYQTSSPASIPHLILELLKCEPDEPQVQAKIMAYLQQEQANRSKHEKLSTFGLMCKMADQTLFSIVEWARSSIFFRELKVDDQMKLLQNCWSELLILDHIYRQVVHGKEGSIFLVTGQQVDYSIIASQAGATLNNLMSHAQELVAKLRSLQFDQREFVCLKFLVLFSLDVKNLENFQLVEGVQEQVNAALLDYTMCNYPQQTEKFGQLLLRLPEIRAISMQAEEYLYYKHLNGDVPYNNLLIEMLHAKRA
TWEAK Fn14 block = blocks TWEAK-Fn14 interaction in a reporter cell assay; TWEAK-stimulated Fn14 reporter cells, luciferase luminescence, 8 h; inhibition, % at 10 µM; hit rate 2% among 360,000; AID 1159606; in the data active = inhibition above about 50%
SRC1 inh = inhibitors of human steroid receptor coactivator 1 (SRC1); HEK293 GAL4-SRC1 luciferase reporter, luminescence; inhibition, % at 3.6 µM; hit rate 0.12% among 360,000; AID 588354;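 active = inhibition above the campaign mean plus 3 SD, with each screening campaign given its own cutoff, cut at about 60% in these data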;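 note: 0% = DMSO treated cells and 100% = gossypol at 36 µM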
TRAIL sens C8 = caspase-8 TRAIL sensitization; NB7+C8 cells + TRAIL, ATPlite viability luminescence; inhibition (viability loss, TRAIL sensitization), % at 10 µM; hit rate 1% among 360,000; AID 624354;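 active = compounds causing at least 50% loss of cell viability in the single-dose screen, relative to plate controls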
NR2F2 inh = blocks human COUP-TFII nuclear receptor; P24468; HEK293T NGFI-A luciferase reporter, luminescence; inhibition, % at 8.6 µM; hit rate 0.7% among 370,000;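 active = inhibition above a per-plate cutoff, mean inhibition of test wells between control levels plus 3 SD, cut at about 38% in these data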;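 note: cells cotransfected with COUP-TFII expression vector driving the NGFI-A reporter; 0% = median of COUP-TF2 test wells and 100% = reporter-only cells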
Target sequence (P24468 whole entry, looked up): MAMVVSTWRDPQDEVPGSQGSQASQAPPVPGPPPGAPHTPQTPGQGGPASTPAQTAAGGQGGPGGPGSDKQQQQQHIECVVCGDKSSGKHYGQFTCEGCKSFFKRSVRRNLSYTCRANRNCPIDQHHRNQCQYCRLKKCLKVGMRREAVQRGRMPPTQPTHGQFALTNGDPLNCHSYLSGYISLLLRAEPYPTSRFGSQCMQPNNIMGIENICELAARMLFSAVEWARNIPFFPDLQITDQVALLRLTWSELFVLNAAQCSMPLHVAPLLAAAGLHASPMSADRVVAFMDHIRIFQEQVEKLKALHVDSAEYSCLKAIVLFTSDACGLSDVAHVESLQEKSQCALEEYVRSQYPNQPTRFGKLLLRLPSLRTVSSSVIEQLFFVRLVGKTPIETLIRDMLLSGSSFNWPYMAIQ
NCOA3 inh = human NCOA3 inhibition; Q9Y6Q9; HEK293 GAL4-SRC3 luciferase reporter, luminescence; inhibition, % at 3.6 µM; hit rate 0.17% among 360,000; AID 588352;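 active = inhibition above a per-campaign cutoff, the mean of all compounds plus 3 SD, cut at about 60% in these data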;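 note: 0% = DMSO-treated cells and 100% = gossypol-treated cells at 36 µM; higher means less SRC3-driven luciferase light from the GAL4 reporter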
CF NFkB block = blocks PAF-induced NF-kB reporter in cystic fibrosis cells. KKLEB NF-kB-GFP reporter, GFP fluorescence overnight. inhibition, % at 5 µM. hit rate 0.86% among 360,000;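 active = at least 50% inhibition at 5 µM, scaled per plate between neutral and stimulator controls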;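 note: PAF is a Pseudomonas aeruginosa culture filtrate used as stimulus; plate controls were PAF-stimulated DMSO wells for no effect and unstimulated DMSO wells for full effect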
LMP1 NFkB inh = inhibitors of Epstein-Barr LMP1-induced NF-kappaB reporter. LMP1-induced NF-kappaB luciferase reporter cells, luminescence. inhibition, % at 12.5 µM. hit rate 0.69% among 350,000. AID 504558; in the data active = inhibition above about 41%;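 note: 0% = neutral control wells and 100% = reference inhibitor control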
TROY NFkB inh = inhibitors of TROY-dependent NF-kB signaling. Q293 LMP1-TROYcd NF-kB luciferase reporter, 4 h. inhibition, % at 10 µM. hit rate 0.98% among 360,000. AID 1347056;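 active = compounds whose plate-normalised and pattern-corrected inhibition of the luciferase reporter signal at the single screening dose is 50% or more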
NCOA2 inhibitor = human SRC2 (NCOA2) inhibition. Q15596. HEK293 GAL4-SRC2 luciferase reporter, luminescence. inhibition, % at 9 µM. hit rate 0.17% among 370,000;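 active = inhibition above the mean inhibition of all tested compounds plus 3 SD, set per campaign, cut at about 52% in these data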;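 note: 0% = DMSO treated cells and 100% = cells given Gossypol at 36 µM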
KKLEB cytotox = CF airway cell cytotoxicity counter-screen. KKLEB CF airway cells viability, ATPlite luminescence, overnight; active compounds read low; cells stimulated with P. aeruginosa culture filtrate. activity change (cytotoxicity), % at 5 µM. hit rate 0.36% among 360,000;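 active = corrected activity change at or below -50% at 5 µM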
An asterisk follows results filed as active; . = no result given.

Fields – LRH-1 inv ag, TWEAK Fn14 block, SRC1 inh, TRAIL sens C8, NR2F2 inh, NCOA3 inh, CF NFkB block, LMP1 NFkB inh, TROY NFkB inh, NCOA2 inhibitor, KKLEB cytotox
CC(=O)c1nnn(-c2cccc([N+](=O)[O-])c2)c1C
→ 35, 3, -2, -4, -5, -11, 2, 0, 5, 7, -1
COc1ccccc1NS(=O)(=O)c1ccc2ccccc2c1
→ 4, 8, 11, -25, -4, 18, 0, 6, 18, -16, 12
CC(C)CNC(=S)N1CCN(Cc2ccc3c(c2)OCO3)CC1
→ -12, -9, -16, -2, 14, 1, 12, 5, 4, -8, 7
NNC(=O)C(Cc1cnc[nH]1)NC(=O)OCc1ccccc1 (configuration not stated)
→ -4, 22, 8, 1, 5, 0, -13, -4, 0, 13, -5
CCOC(=O)C(C)Sc1nnc(NC(=O)c2ccc3c(c2)OCO3)s1 (configuration not stated)
→ 19, 3, -14, 16, 10, 4, -2, 1, 14, 11, 0
Cc1ccc(OCCNS(=O)(=O)c2ccc(N3CCCC3=O)cc2)cc1
→ -9, 10, 0, 1, 7, -28, 14, 9, 23, -10, 2
Cc1ccc(C(=O)NC(=S)NNS(=O)(=O)c2ccc(C)cc2)cc1
→ -33, -13, -15, -6, 1, -24, 6, 0, 0, -21, 4
COc1ccc(C(=O)Nc2nc(-c3ccc(S(=O)(=O)N4CCOCC4)cc3)cs2)cc1
→ 2, 94*, -11, 36, 71*, 50, -5, 40, 40, 47, -4
CCOC(=O)COc1ccccc1/C=N/O
→ -7, 6, -3, 1, -8, -6, 1, 0, -1, -14, -4
Nc1nnc(CSCc2cccc(Br)c2)s1
→ 11, -11, -21, -15, 4, 14, 2, 3, -4, 0, 3
NC(=O)COc1ccc2oc(=O)cc(-c3cc4ccccc4o3)c2c1
→ 40, -24, -5, -5, -12, 10, -209, 5, -27, -26, -9
O=C(OCCN=C1NS(=O)(=O)c2ccccc21)c1cccs1
→ -3, 4, -19, -4, -4, 8, -1, 7, 14, 2, 7
CC(=O)Nc1ccc(-c2csc(NC=C3C(=O)OC(C)(C)OC3=O)n2)cc1
→ -27, -18, -32, 15, -13, 4, -2, -15, -21, -30, 4
CCC1C(=O)Nc2ccccc2N1C(=O)COc1ccccc1 (configuration not stated)
→ -9, 9, 0, 6, -3, 1, -17, 2, -12, -13, 21
NC(=O)c1nc[nH]c1C(=O)Nc1cccc(C(F)(F)F)c1
→ 0, 23, -22, -4, -39, -26, 4, 0, -27, -17, -6
COc1cccc(NC(=O)CNc2cc(S(=O)(=O)N3CCOCC3)ccc2N2CCCC2)c1
→ 4, 1, -4, -17, 17, -3, -14, -5, -8, -43, 30
CCC1(CC)N=C(c2ccccc2)C(=S)N1
→ 12, -7, 4, -5, 3, 6, -2, -7, 3, -7, -4
COc1cc2[nH]c(=O)n(CCCCCC(=O)N3CC=C(c4ccccc4)CC3)c(=O)c2cc1OC
→ -5, 59*, 0, 19, 25, 1, -1, 12, 26, 2, -27
Cc1ccccc1C(=O)Nc1ccccc1-c1nnn(CC(=O)Nc2ccc3c(c2)OCCO3)n1
→ 11, 35, -10, -10, 7, 8, -8, 5, 14, -9, 1
COC(=O)c1cc(OC)c(OC)cc1NC(=O)C(C)Sc1ccc(C)cc1 (configuration not stated)
→ -2, -9, 5, 14, -9, 14, -4, 5, 0, 18, 10
Cc1[nH]c2c(Cl)cccc2c(=O)c1CN1CCCC1
→ 4, 5, 2, -5, 13, -4, 4, -4, 5, 6, -1
CCC(C)(C(=O)Nc1ccc2c(c1)OCCO2)N(C(C)=O)c1ccc(C(N)=O)cc1 (configuration not stated)
→ 27, 18, 15, -10, 0, 17, -28, 5, 3, -13, -3
O=C1CCC(=O)N(O)CCCCCNC(=O)CCC(=O)N(O)CCCCNC(=O)CCC(=O)N(O)CCCCCN1
→ -15, -18, -33, 7, 8, -3, -5, -1, 4, 1, -5
CCn1c(=O)c2ccccc2n2c(SCC(N)=O)nnc12
→ 2, -8, -12, 11, 2, -5, 3, -5, -10, -4, 2
O=C(N/N=C/c1ccccc1F)c1cccc(NC(=O)c2ccccc2Cl)c1
→ -5, -49, -10, -5, -20, -29, -13, -5, -49, -11, 2
CCCNC(=O)c1cc(C2CCCN(C(=O)c3ccc(OC)cc3)C2)on1 (configuration not stated)
→ -10, 6, 10, -10, -12, -1, 10, ., 14, -16, -3
COc1ccc(OCC#CCNC(C)(C)C)cc1
→ -19, -16, -9, 7, 14, -1, 0, -5, 0, 8, -20
O=C(Oc1ccc2c(=O)c(Oc3ccc4ccccc4c3)coc2c1)c1cccnc1
→ -25, -23, 11, 3, -4, -8, 7, -7, -12, -8, 2
COc1ccc(S(=O)(=O)N(CCc2ccccc2)CC(=O)NCCCO)cc1
→ 17, 10, -4, -15, -8, 8, 14, -10, 13, -5, -10
Cn1nnc(-c2ccc(OCc3ccccc3F)cc2)n1
→ -173, 31, -131, 2, -53, -102, 5, -9, -29, -31, 5
O=C(NCCC1=CCCCC1)C(c1ccccc1)c1ccccc1
→ -3, 13, 4, 13, 2, 7, 10, 9, 7, 11, -5
O=C(Nc1ccnn1C1CCN(CCCC2CCCC2)CC1)c1ccccc1Cl
→ -8, -1, 4, -2, 12, 2, 34, 3, -16, 7, -24
Cc1ccc(S(=O)(=O)NCC(=O)OCC(=O)N(C)C2CCS(=O)(=O)C2)cc1 (configuration not stated)
→ 4, 16, -15, -2, -5, 16, 16, -7, -15, 5, 0
Cc1nc2c(c(C)nn2-c2ccccc2)c(C)c1CCC(=O)Nc1ccc(CN2CCCC2)cc1
→ -21, -31, -12, 37, -5, 4, 32, 7, 2, -3, -5
Cc1ccc(C)n1NC(=O)c1ccc(Cl)cc1Cl
→ -23, 20, 8, -2, 11, 16, 2, 1, -2, -3, -4
Cc1ccc(C)c(Cn2c(CO)nc3ccccc32)c1
→ -14, -8, 0, 18, -5, 8, 2, -13, 12, -7, 1
COc1ccccc1/C=C\C(=O)NCC(=O)N/N=C/c1cccc(OC)c1O
→ 7, -2, 26, 17, -5, 10, 1, 18, -27, -1, -4
CC(C)Cc1ccc(S(=O)(=O)Nc2cccnc2)cc1
→ 1, 2, -11, -1, 6, -5, -37, 2, 3, -2, 14
O=S(=O)(c1ccc(OCc2ccc(Br)cc2)cc1)N1CCOCC1
→ 16, -12, 4, 8, -16, 12, 16, -4, -1, -30, -19
Cc1ccc(CSC2=NCCN2S(=O)(=O)c2ccccc2)cc1
→ -8, -8, -1, 7, 6, 8, 29, -5, -2, 20, -10
Cc1ccc(NC(=O)C2CCN(C(=O)c3ccc(F)cc3)CC2)nc1
→ -25, 13, -7, -5, -3, -12, 14, -4, -8, 2, -3
CCOC(=O)C1CCCN(Cc2cccs2)C1 (configuration not stated)
→ -1, -4, 5, -3, 12, 7, -14, 8, 14, 8, -9
CCCc1nnc(SCC(=O)N2CCCCC2C)n1CC1CCCO1 (configuration not stated)
→ 11, 2, -23, -7, -6, -3, 6, 4, 3, 4, -2
COc1cccc(CNC(=O)CCc2nc3cc(S(=O)(=O)N4CCOCC4)ccc3n2C)c1
→ -19, -7, -16, 14, 5, -12, 0, 13, -40, -43, 14
Cc1cccc(OCC(=O)NCCNC(=O)c2ccccn2)c1
→ 2, 5, 6, 7, 20, -6, -7, -12, -3, -11, 1
O=C(O)C(F)(F)S(=O)(=O)O
→ 14, -16, -17, 13, -8, 0, -11, 1, 8, -52, -7
CCOC(=O)C1=CN(Cc2ccco2)S(=O)(=O)N(C)C1CC (configuration not stated)
→ -7, 3, -20, 3, 6, -4, -2, -8, -7, 4, 4
COc1ccc(OCC(O)CNS(=O)(=O)c2ccc(C)cc2)cc1 (configuration not stated)
→ 6, 13, 12, -3, -7, 2, -5, ., -5, -27, 10
CN(Cc1ccccc1)CC(O)COc1ccc(CNCc2nccn2C)cc1 (configuration not stated)
→ -3, 6, -11, -4, 13, -7, -9, -11, 8, -33, 6
Cc1cccc(-c2nnn(CC/C(N)=N/O)n2)c1
→ -52, -19, -14, 23, -15, -16, -1, -27, -24, -18, 1
COc1ccc(OC)c(NC(=O)CCNC(=O)Cn2ccc3ccccc3c2=O)c1
→ -10, -2, -6, -4, 13, 13, 6, -3, 1, 1, -13
CCOC(=O)C1CCCN(CCC(=O)Nc2c(C(=O)OC)[nH]c3cc(OC)ccc23)C1 (configuration not stated)
→ -28, -7, -4, -3, -3, -3, -5, 2, -12, -13, -8
Cc1nn2c(c1-c1ccc(Cl)cc1)N=C(c1ccco1)CC2c1ccccc1 (configuration not stated)
→ 23, -14, 13, 5, -5, -13, -26, -1, -10, 20, -2
Cc1ccc(/C=[N+](/[O-])C2SC(=S)N(C)C2(C)C)cc1 (configuration not stated)
→ 14, 3, -8, 2, -4, 17, -7, 1, 10, 18, 4
Cc1ccc(C(=O)N/C(=C/c2ccc(C(C)C)cc2)C(=O)NCCCN2CCOCC2)cc1
→ 12, 14, 15, 13, 5, 6, -5, ., -20, 6, 1

Given bar-delimited: 4 of the compounds above.
compound | LRH-1 inv ag | TWEAK Fn14 block | SRC1 inh | TRAIL sens C8 | NR2F2 inh | NCOA3 inh | CF NFkB block | LMP1 NFkB inh | TROY NFkB inh | NCOA2 inhibitor | KKLEB cytotox
Cc1ccccc1C(=O)Nc1ccccc1-c1nnn(CC(=O)Nc2ccc3c(c2)OCCO3)n1 | 11 | 35 | -10 | -10 | 7 | 8 | -8 | 5 | 14 | -9 | 1
CCC(C)(C(=O)Nc1ccc2c(c1)OCCO2)N(C(C)=O)c1ccc(C(N)=O)cc1 (configuration not stated) | 27 | 18 | 15 | -10 | 0 | 17 | -28 | 5 | 3 | -13 | -3
COc1cccc(NC(=O)CNc2cc(S(=O)(=O)N3CCOCC3)ccc2N2CCCC2)c1 | 4 | 1 | -4 | -17 | 17 | -3 | -14 | -5 | -8 | -43 | 30
Cc1cccc(-c2nnn(CC/C(N)=N/O)n2)c1 | -52 | -19 | -14 | 23 | -15 | -16 | -1 | -27 | -24 | -18 | 1

Part of the list above in order of number of heavy atoms, descending:
Fields – LRH-1 inv ag, TWEAK Fn14 block, SRC1 inh, TRAIL sens C8, NR2F2 inh, NCOA3 inh, CF NFkB block, LMP1 NFkB inh, TROY NFkB inh, NCOA2 inhibitor, KKLEB cytotox
COc1cccc(CNC(=O)CCc2nc3cc(S(=O)(=O)N4CCOCC4)ccc3n2C)c1
→ -19, -7, -16, 14, 5, -12, 0, 13, -40, -43, 14
Cc1nn2c(c1-c1ccc(Cl)cc1)N=C(c1ccco1)CC2c1ccccc1 (configuration not stated)
→ 23, -14, 13, 5, -5, -13, -26, -1, -10, 20, -2
COc1ccc(OCC(O)CNS(=O)(=O)c2ccc(C)cc2)cc1 (configuration not stated)
→ 6, 13, 12, -3, -7, 2, -5, ., -5, -27, 10
Cc1cccc(OCC(=O)NCCNC(=O)c2ccccn2)c1
→ 2, 5, 6, 7, 20, -6, -7, -12, -3, -11, 1
Cc1cccc(-c2nnn(CC/C(N)=N/O)n2)c1
→ -52, -19, -14, 23, -15, -16, -1, -27, -24, -18, 1

Screens as filed in PubChem.

Not a hit list. Share with any hit: about 4.2%.
